# KB-V1 MDR tox: kills drug-selected multidrug resistant KB-V1 cells | Potency, µM (doses to about 46.1 µM), for inactives: at the highest dose activity change, negative = cytotoxicity, hits mostly cytotoxic | KB-V1 MDR cells viability, CellTiter-Glo, 72 h | hit rate 3.4% among 400,000; also: potency is read from the fitted curve at half-maximal effect; % is scaled to controls: 0 for no effect and ±100 for the full control effect; nearly all actives have a fitted effect of over 60% in size
#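 KB-V1 cells (P-gp-expressing MDR subline of KB-3-1) in phenol-red-free DMEM with 10% FBS were exposed to library compounds over a concentration series for 72 h at 37 degrees C. Viability read by CellTiter-Glo luminescence; concentration-effect curves fitted after normalization.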
# aSyn yeast inh: inhibitors of alpha-synuclein toxicity in yeast; Yeast expressing alpha-synuclein, growth rescue, BacTiter-Glo, 24 h; Potency, µM (top dose mostly 46.1 µM), for inactives: at the top dose growth rescue (activation), usual class: activators; hit rate 0.14% among 370,000; also: potency is read from the fitted curve at half-maximal effect; % of control where 0% means no effect; nearly all actives have a fitted effect of over 65% in size
#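 Rescue of yeast growth: cells expressing toxic alpha-synuclein, induced in galactose at OD600 0.02, incubated with compound 24 h at 30 C. ATP luminescence quantified growth; inhibitors of toxicity appear as activators.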
# GLP-1R inv ag: inverse agonists of human GLP-1 receptor | P43220 | HEK293 GLP-1R CRE-luciferase, luminescence, 24 h; GLP-1R form is constitutively active | Potency, µM (top dose mostly 38.3 µM), inactives show top-dose activity change, negative = inhibition, actives largely listed as inhibitors | hit rate 1.6% among 410,000; also: potency is read from the fitted curve at half-maximal effect; % is scaled to controls: 0 for no effect and ±100 for the full control effect; nearly all actives have a fitted effect of over 55% in size
# Target sequence (P43220 whole entry, looked up): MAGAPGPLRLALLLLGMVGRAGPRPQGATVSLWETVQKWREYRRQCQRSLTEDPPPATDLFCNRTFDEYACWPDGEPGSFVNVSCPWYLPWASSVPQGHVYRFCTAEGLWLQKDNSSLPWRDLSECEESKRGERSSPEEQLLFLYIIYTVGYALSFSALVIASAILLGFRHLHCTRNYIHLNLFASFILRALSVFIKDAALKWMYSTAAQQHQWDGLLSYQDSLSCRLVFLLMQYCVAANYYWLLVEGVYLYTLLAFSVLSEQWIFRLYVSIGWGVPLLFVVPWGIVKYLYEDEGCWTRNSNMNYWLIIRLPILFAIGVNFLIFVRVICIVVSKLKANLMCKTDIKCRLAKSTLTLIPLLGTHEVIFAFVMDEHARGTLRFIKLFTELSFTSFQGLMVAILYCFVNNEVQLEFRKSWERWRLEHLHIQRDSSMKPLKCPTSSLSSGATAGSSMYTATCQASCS
#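 Inverse agonism was detected as reduced cAMP-driven luciferase luminescence after 24 h compound treatment. The cells were HEK293 clones expressing constitutively active human GLP-1R with the reporter. Reporter-only and GPR119 cell lines served as counterscreen controls.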
# D3 ag: agonists of human D3 dopamine receptor; D3R DiscoveRx beta-arrestin cells, luminescence, 90 min; max activation, %; hit rate 0.58% among 410,000; AID 652048; in the data active = max activation above about 30%; also: 0% is about no effect; mostly tested at two doses, the higher about 12 µM
#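 Agonist mode: compounds and dopamine controls were applied to plated cells for 90 min at 37 degrees C after an overnight attachment at 1500 cells/well. Luminescent read-out followed 30 - 60 minutes at room temperature with DiscoveRx detection reagent.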
# GLP1R ag: agonists of human GLP-1 receptor; P43220; HEK293 GLP-1R CRE-luciferase, luminescence, 4-6 h; cells express a hypersensitive GLP-1R form; Potency, µM (highest dose often 45.6 µM), for inactives: at the top dose activation, usual class: activators; hit rate 0.007% among 380,000; also: potency is read from the fitted curve at half-maximal effect; % of control where 0% means no effect
# GLP1R cytotox: cytotoxicity in counter-screen for GLP-1R inverse agonists. AID 624418. hit rate 0.13% among 410,000. Potency, µM (doses to about 38.3 µM), for inactives: at the top dose activity change, negative = inhibition, hits mostly inhibitors. HEK293 cAMP-luciferase reporter cells, luminescence, 24 h;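 also: loss of luciferase light is scored as toxicity; potency is read from the fitted curve at half-maximal effect; % is scaled to controls: 0 for no effect and ±100 for the full control effect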
#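 Compound-treated cells are incubated 24 hr at 37 deg C under 5% CO2 after a 12 hour attachment period, then luciferase detection reagent is added and luminescence is measured following 12 min at room temperature; lowered signal indicates toxicity.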
# D3 antag: antagonists of human D3 dopamine receptor; P35462; D3R cells, DiscoveRx beta-arrestin luminescence, antagonist mode; stronger effect = lower value; max response, negative = inhibition, %; hit rate 2.5% among 360,000; AID 652054; in the data active = max response below about -50%; inconclusive = no clear call, values can overlap the other calls; also: % is scaled to controls: 0 for no effect and ±100 for the full control effect; mostly tested at two doses, the higher about 12 µM
#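 Cells expressing the human receptor were seeded at 1500 cells/well, incubated overnight at 37 degrees C in 5% CO2, then exposed to library compounds with dopamine controls for 90 minutes at 37 degrees C before luminescent detection.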
# PTHR1 ag: PTHR1 (human) receptor agonism; hit rate 0.075% among 410,000; HEK293 GP2 PTHR1 cells, GloSensor cAMP luminescence, 1 h; Q03431; AID 743266; Potency, µM (doses to about 115 µM), inactives show top-dose activation, actives largely listed as activators; also: potency is read from the fitted curve at half-maximal effect; nearly all actives have a fitted effect of over 55% in size; some results filed as inactive show a strong effect at the top dose; inactives centre near -15; many of its hits are not listed in these tables
# Target sequence (Q03431 whole entry, looked up): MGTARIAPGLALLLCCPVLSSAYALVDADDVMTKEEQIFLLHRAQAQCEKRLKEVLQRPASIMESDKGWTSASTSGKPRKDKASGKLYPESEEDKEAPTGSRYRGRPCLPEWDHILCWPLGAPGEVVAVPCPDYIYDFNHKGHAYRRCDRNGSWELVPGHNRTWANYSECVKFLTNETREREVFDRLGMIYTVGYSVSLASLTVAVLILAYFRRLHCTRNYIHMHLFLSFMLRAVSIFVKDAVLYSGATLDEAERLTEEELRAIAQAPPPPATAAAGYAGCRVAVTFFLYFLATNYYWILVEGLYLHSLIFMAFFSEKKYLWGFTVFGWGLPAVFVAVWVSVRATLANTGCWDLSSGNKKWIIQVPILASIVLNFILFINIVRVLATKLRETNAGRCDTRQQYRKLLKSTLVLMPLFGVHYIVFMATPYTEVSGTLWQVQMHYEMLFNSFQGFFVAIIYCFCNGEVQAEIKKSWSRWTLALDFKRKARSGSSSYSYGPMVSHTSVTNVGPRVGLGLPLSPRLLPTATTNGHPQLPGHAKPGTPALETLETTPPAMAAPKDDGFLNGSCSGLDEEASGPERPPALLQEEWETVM
#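 HEK-293-derived GP2 cells expressing PTHR1 and a GloSensor cAMP reporter, 3,000/well, plated overnight, given luciferin plus IBMX (each 0.5 mM as added) for 1 h at 37 °C, then compound for 1 h at 37 °C. Luminescence was read after 15 min at room temperature.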
# TDP43 rescue: TDP-43 toxicity inhibition in yeast; hit rate 1.8% among 410,000; Potency, µM (titrated, usually from 46.1 µM), for inactives: at the highest dose growth rescue (activation), most hits filed as activators; AID 652104; TDP-43 expressing yeast growth rescue, BacTiter-Glo, 24 h; also: potency is read from the fitted curve at half-maximal effect; % of control where 0% means no effect; nearly all actives have a fitted effect of over 50% in size
#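 Luminescence from BacTiter-Glo reports growth of TDP-43-expressing yeast after 24 hr at 30 deg C with compound. Cells were raffinose-pregrown to mid-log, then seeded in galactose medium at OD600=0.02.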
# * hit, by the source's call; i = inactive; ? = inconclusive; . = no result given; & = joins results of further samples; [ ] = another dose, or the depositor's remark. Unless noted, calls follow the shape of the dose curve; as a rule, active = well fitted curve in the direction sought with a large enough effect; inconclusive = small, poorly fitted or top-dose-only effect, or another doubt; inactive = no such curve, though single readings can be large; an effect the other way counts as inactive or inconclusive.
# Order of values: KB-V1 MDR tox	aSyn yeast inh	GLP-1R inv ag	D3 ag	GLP1R ag	GLP1R cytotox	D3 antag	PTHR1 ag	TDP43 rescue
O=C(COC(=O)CCc1nc2ccccc2c(=O)[nH]1)Nc1c(Cl)cccc1C(F)(F)F
 : 4.1%	-4.4%	-3.0%	-5.5	0.1%	-6.2%	14.1	i	4.3%
COc1ccc(CN2C(=O)C(CC(=O)NCCc3ccccn3)CC(C(=O)N3CCOCC3)=C2C)cc1 (stereo not given)
 : 5.8%	-7.5%	10.6%	3.4	0.0%	-6.5%	7.4	-10.6%	6.7%
O=C(Cn1cnc2cc([N+](=O)[O-])ccc2c1=O)NC(=O)NCc1ccccc1
 : 26.9%	-0.7%	14.1%	1.3	6.5%	-6.7%	8.8	i	-7.7%
c1ccc(COc2ccc(OCCCn3cncn3)cc2)cc1
 : -20.2%	-4.3%	?	-0.3	1.4%	-13.3%	15.2	-22.0%[57.5 µM]	20.7%
Cc1ccc(CCNC(=O)C2CCC(=O)N2Cc2ccc(F)cc2)cc1 (stereo not given)
 : ?	2.2%	-16.6%	6.4	5.5%	-5.7%	3.0	i	9.5%
COCCN(C(=O)COC(=O)c1ccc2ccccc2c1)c1c(N)n(Cc2ccccc2)c(=O)[nH]c1=O
 : 19.9%	1.8%	9.6%	-1.9	6.9%	-3.3%	0.0	-15.6%	5.0%
COc1ccc(C/C(N)=N/OC(=O)c2ccco2)cc1OC
 : -7.5%	-1.7%	47.5%[activator]	-1.0	14.1%	-3.5%	4.0	-12.3%	-0.7%
C[C@H](CO)N1C[C@H](C)[C@@H](CN(C)S(C)(=O)=O)Oc2c(NC(=O)C3CC3)cccc2C1=O
 : 4.0%	-4.1%	4.7%	2.1	2.0%	2.1%	0.6	i	11.8%
Cc1nnc(SCC(=O)N/N=C/c2cn(-c3ccccc3)nc2-c2ccc(F)cc2)n1-c1ccccc1
 : 0.6%	2.0%	0.0%	1.5	6.2%	44.6%[activator]	-52.1*	-21.0%	-7.3%
COc1ccc(S(=O)(=O)NC(=O)C2(C)CCN2C(=O)C2(c3ccccc3)CC2)cc1 (stereo not given)
 : -4.7%	3.3%	4.7%	6.5	-3.9%	3.0%	0.0	-4.7%	?
COc1cc2c(cc1NC(=O)COC(=O)C(CCSC)NC(=O)c1ccccc1Cl)oc1ccccc12 (stereo not given)
 : -2.3%	7.3%	-7.3%	13.9	-9.7%	-4.2%[1.53 µM]	15.7	i	-2.7%
CC1(C(=O)NS(=O)(=O)c2cccc(Cl)c2)CCN1C(=O)CCc1ccccc1 (stereo not given)
 : -13.5%	0.6%	-13.0%	-10.2	-5.0%	1.4%	?	i	4.5%
CCCCn1c(N)c(N(CCC(C)C)C(=O)c2ccc3c(c2)OCCO3)c(=O)[nH]c1=O
 : 10.6%	-3.3%	11.4%	5.7	-6.9%	7.0%	18.3	i	11.4%
C[C@]12c3[nH]c4ccccc4c3CCN1C(=O)C(CC(=O)NCC13CC4CC(CC(C4)C1)C3)C[C@@H]2C(=O)N1CCOCC1 (stereo not given in full)
 : -4.8%	11.2%	?	0.0	7.1%	1.9%	-23.8	-1.7%	-7.5%
O=C(Oc1cccc2ccccc12)c1ccco1
 : 0.7%	-5.6%	81.0%[activator]	-5.4	9.8%	45.2%[activator]	6.1	-12.0%[57.5 µM]	-9.3%

# (next part)
# Order of values: KB-V1 MDR tox	aSyn yeast inh	GLP-1R inv ag	D3 ag	GLP1R ag	GLP1R cytotox	D3 antag	PTHR1 ag	TDP43 rescue
CCC(=O)/C=C1\Sc2ccc(OC)cc2N1CCO
 : ?	-4.6%	-2.5%	2.4	-7.6%	-7.1%	-19.1	-8.9%[57.5 µM]	11.2%
CCc1cccc(NC(=O)CCNS(=O)(=O)c2cccc3nonc23)c1
 : -1.5%&-7.0%	-1.5%	-22.0%&-25.8%	-5.8&-0.7	7.2%&-1.3%	2.5%&-1.9%	-10.6	-6.9%&18.9%	-1.6%&-5.0%
Cc1ccc2nc(-c3ccc(Br)cc3)cc(C(=O)NCC3CCCO3)c2c1 (stereo not given)
 : -12.8%	6.5%	10.2%	-7.7	5.1%	-7.7%	45.6	-21.0%	20.1%
C/C(CCc1ccccc1)=N\NC(=O)c1ccccc1
 : 0.3%	5.1%	9.8%	1.4	6.2%	7.5%	-16.1	i	12.5%
O=C(N/N=C/C=C/c1ccccc1)c1cccs1
 : 0.5%	-14.3%	0.6%	-1.8	-1.1%	3.3%	-4.4	-23.9%	0.3%
O=C(CCN1C(=O)COc2ccccc21)NCc1cccnc1
 : 11.4%	-11.6%	-14.7%	4.0	-1.1%	-5.5%	11.1	-6.7%[57.5 µM]	3.4%
CCCOc1ccc(C(=O)N2CCC(c3nc4ccccc4s3)CC2)cc1
 : -10.7%	.	?	11.6	.	-6.9%	.	-25.6%	?
Cc1cccc(NS(=O)(=O)c2cc(C(=O)NCc3ccccn3)ccc2C)c1
 : -29.0%	-2.9%	-8.2%	-0.7	17.3%	-2.8%	-25.5	i	5.6%
CC1(C(=O)Nc2ccc3ccccc3c2)CC1(Br)Br (stereo not given)
 : 0.4%	-5.8%	6.1%	4.6	0.0%	9.7%	0.6	i	-1.4%
O=C(Nc1cccc(-n2cnnn2)c1)c1ccncc1
 : 0.0%	-4.1%	13.6%	0.4	-0.2%	-8.8%	-10.6	-5.2%	12.2%
C=CCNC(=O)c1oc2ccc(S(=O)(=O)N3CCCCC3)cc2c1C
 : 2.6%	11.9%	-3.7%	3.6	4.1%	2.0%	8.0	i	6.6%
O=C(NCCc1ccc(Cl)cc1Cl)C1=CC=CN2CCS(=O)(=O)N=C12
 : -3.6%	-7.1%	9.6%	-4.6	-3.5%	1.4%	-5.0	i	-15.1%
Cc1ccc(CSCCNC(=O)CCSc2ccccc2)cc1
 : -11.8%	-2.3%	10µM*	-3.0	0.7%	11.0%	4.7	i	7.5%
CCN1CCCC1CNC(=O)c1cn(C)c2ccc(S(=O)(=O)N3CCCCCC3)cc2c1=O (stereo not given)
 : 6.8%	6.5%	-19.5%	-1.2	6.5%	2.7%	0.9	i	5.8%
COCCN1C(=O)C(O)=C(C(=O)c2cccs2)C1c1ccccc1 (stereo not given)
 : -11.0%	4.1%	6.1%	1.2	-0.8%	-28.4%	-14.1	3.1%	-13.7%

# An excerpt from above with just D3 antag, KB-V1 MDR tox and D3 ag.
canonical_smiles,D3 antag,KB-V1 MDR tox,D3 ag
COc1ccc(S(=O)(=O)NC(=O)C2(C)CCN2C(=O)C2(c3ccccc3)CC2)cc1 (stereo not given),0.0,-4.7%,6.5
C[C@]12c3[nH]c4ccccc4c3CCN1C(=O)C(CC(=O)NCC13CC4CC(CC(C4)C1)C3)C[C@@H]2C(=O)N1CCOCC1 (stereo not given in full),-23.8,-4.8%,0.0

# (cont.)
# Order of values: KB-V1 MDR tox	aSyn yeast inh	GLP-1R inv ag	D3 ag	GLP1R ag	GLP1R cytotox	D3 antag	PTHR1 ag	TDP43 rescue
Cc1c(-c2ccc(Cl)cc2)c(=O)oc2c(CN3CCN(CCO)CC3)c(O)ccc12
 : -5.6%	.	?	-6.0	.	476.3%[activator]	.	i	0.0%[9.22 µM]
CC(C)c1ccc(C2C(C#N)=C(N)Oc3c2oc(CO)cc3=O)cc1 (stereo not given)
 : -8.1%	-6.5%	2.0%	3.9	-5.3%	-1.3%	15.0	-6.4%	16.2%
CCN(CC)CCN(C(=O)c1ccc2c(c1)CCCC2)c1nc2cc(OC)c(OC)cc2s1
 : 29.8%	0.0%	?	-9.2	-0.8%	-14.1%	-9.8	-3.2%	-8.7%
S=C(NCCN1CCOCC1)Nc1ccc(Nc2ccccc2)cc1
 : -10.3%	6.8%	-8.4%	-3.3	1.1%	9.3%	4.9	-7.2%	4.2%
O=C(c1ccc(NS(=O)(=O)c2cccc3cccnc23)cc1)N1CCOCC1
 : -25.4%	3.8%	39.6%[activator]	3.8	4.7%	61.6%[activator]	-6.0	i	-3.4%
O=C(O)C1CCCN1C(=O)c1cncc(Br)c1 (stereo not given)
 : -2.4%	-2.0%	0.0%	-6.7	4.5%	8.0%	-11.6	i	-26.2%
COc1ccc(/C=C/C(=O)OCC(=O)Nc2cc(C(N)=O)cc(C(N)=O)c2)cc1
 : 14.3%	2.6%	18.1%	5.5	15.7%	-7.1%	11.4	i	-2.2%
COc1ccccc1CNC(=O)c1ccc(N2CCCC2)c(NC(=O)NCc2ccccc2)c1
 : -5.9%	.	-10.5%	-4.0	.	4.1%	.	-19.6%	0.0%
CCC(=O)Nc1ccc(S(=O)(=O)Nc2cccnc2)cc1
 : 16.5%	-3.2%	7.1%	0.3	14.0%	2.6%	9.6	i	-12.7%
CCN1CC(CNC(=O)c2ccc3nc(Cc4cccc(Cl)c4)oc3c2)CC1=O (stereo not given)
 : -3.4%	1.1%	-2.4%	-1.2	-3.6%	-12.8%	8.2	i	11.8%
Cc1ccc(S(=O)(=O)N(C)Cc2nc(-c3ccc(Br)cc3)no2)cc1
 : -12.5%	4.0%	16.6%	-5.2	11.3%	-1.5%	-29.1	-21.1%	-5.7%
Cc1ccc(NC(=O)c2ccc(NCCCN3CCC(C)CC3)c([N+](=O)[O-])c2)c(C)c1
 : -0.7%	5.0%	?	-16.0	-0.2%	-50.1%	-7.8	-16.4%	11.8%
CN1CCN(S(=O)(=O)c2cccc(C(=O)N3CCN(c4ccccc4F)CC3)c2)CC1
 : 21.9%	-9.0%	-3.2%	-1.4	-4.7%	-27.8%	-1.8	-3.3%	3.7%
CC(C)(C)c1ccc(/C=N/NC(=O)Cc2c[nH]c3ccccc23)cc1
 : -21.4%	15.8%	?	0.7	-1.4%	?	4.2	-6.3%	13.1%

# Compound activity from PubChem.

# An excerpt, so the mix of outcomes need not match the whole.
